VEEV TC-83 Vero: inhibitors of VEEV TC-83 cytopathic effect, confirmation, Vero cells (AID 588727) | Vero cells, VEEV TC-83 cytopathic effect inhibition; higher % means a stronger effect | inhibition, % at 20 µM, or IC50 in µM where a hit was titrated | actives 0.13% (n = 350,000); in the data active means a potency from the dose series; inconclusive means inhibition mostly from about 14% at the one dose, without a potency; inactive means the rest, 99 in 100 with inhibition below about 12%; further: strong numbers were not always called active
H1N1 NS1A inhibition: NS1A inhibition, H1N1 influenza, cell based functional assay (AID 504329); actives 0.3% (n = 340,000); NS1A functional cell-based assay, percent inhibition; higher % means a stronger effect; one-dose inhibition, % at 12.5 µM; IC50 in µM for titrated hits; in the data active means a potency from the dose series; inconclusive means inhibition above about 27% without an active follow-up result; further: strong numbers were not always called active
M. tuberculosis: growth inhibition of non-replicating M. tuberculosis (AID 488890); inhibition, % at 25 µM, or IC50 in µM where a hit was titrated; Mycobacterium tuberculosis non-replicating, growth inhibition; higher % means a stronger effect; actives 0.39% (n = 320,000); in the data active means a potency from the dose series; inconclusive means inhibition mostly from about 82% at the one dose, without a potency; inactive means the rest, 99 in 100 with inhibition below about 76%;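 further: plate controls were DMSO cells for no effect and high antibiotic wells for full effect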
M. tuberculosis HTS: M. tuberculosis growth inhibition, HTS (AID 449762) | M. tuberculosis H37Rv growth inhibition, 7H9 media; higher % means a stronger effect | inhibition, % at 25 µM, or IC50 in µM where a hit was titrated | actives 0.59% (n = 330,000); in the data active means a potency from the dose series; inconclusive means inhibition above about 70% without an active follow-up result;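 further: bacterial growth assessed after seven days of incubation; strong numbers were not always called active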
PhoP GFP inhibition: Inhibition of PhoP regulon, Salmonella typhi GFP reporter cells, confirmation, 4 h (AID 1850); Salmonella Typhi PhoP-promoter GFP reporter, fluorescence, 4 h; higher % means a stronger effect; one-dose inhibition, % at 50 µM; IC50 in µM for titrated hits; actives 0.33% (n = 310,000); in the data active means a potency from the dose series; inconclusive means inhibition mostly from about 25% at the one dose, without a potency; inactive means the rest, 99 in 100 with inhibition below about 19%;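 further: 0% = induced wells with vehicle and 100% = uninduced wells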
The depositor's hits bear a star; i = inactive; ? = inconclusive; · = no result given. Outcome played no part in choosing rows; about 1.4% have a hit in one of these screens.

SMILES | VEEV TC-83 Vero | H1N1 NS1A inhibition | M. tuberculosis | M. tuberculosis HTS | PhoP GFP inhibition
CC(=O)NC1CC2CCCC(C1)N2S(=O)(=O)c1ccccc1 (configuration not stated) | 1.3% | -2% | -6% | -11% | 1%
O=C1C=CC2(O[C@H](c3ccccc3)[C@@H](c3ccccc3)O2)[C@H](Sc2ccccc2O)C1 | i | -16% | · | · | ·
COC(=O)c1ccc(SCC(=O)N2CCC(C)CC2)c([N+](=O)[O-])c1 | 0.1% | 7% | 11% | -4% | -3%
CC(C)C(NC(=O)c1ccccc1)C(=O)N/N=C\c1ccco1 (configuration not stated) | 0.6% | -3% | -8% | 0% | -2%
COc1cccc2[nH]c(C(=O)NCC3CCCO3)cc12 (configuration not stated) | 1.4% | -4% | -4% | -1% | 7%
CC(=O)Nc1c(Cl)cc2c(c1Cl)Cc1ccccc1-2 | 0.1% | 5% | · | · | ·
CC(C)(C)c1cc(NC(=O)c2c(F)cccc2Cl)n(-c2ccccc2)n1 | 2.0% | -10% | 17% | -1% | 0%
Cc1cc2oc(C(=O)NCCc3ccc(S(N)(=O)=O)cc3)c(C)c2cc1C | 0.4% | -9% | -7% | 0% | -32%
CCN(c1cccc(C)c1)S(=O)(=O)c1cn(CC(=O)OC)c2ccc([N+](=O)[O-])cc12 | 1.9% | 5% | 23% | 9% | -62%
COc1cc(/C=C/C(=O)Nc2nnc(CC(C)C)s2)cc(OC)c1OC | 0.7% | -1% | 14% | 0% | 0%
Cc1cc(C)c(NC(=O)C2CCN(c3cnccn3)CC2)c(C)c1 | 3.4% | 1% | -5% | -7% | 1%
CCOC(=O)CSc1nc2ccccc2c(=O)n1CC1CCC(C(=O)NCc2ccco2)CC1 (configuration not stated) | i | -6% | 5% | -19% | -2%
CCOC(=O)c1sc(-c2ccc(Cl)cc2)nc1O | 1.8% | -22% | ? | 0% | -8%
COc1ccc(S(=O)(=O)N2CCCC2)c(Cl)c1Cl | i | -12% | -4% | -1% | 8%
CC(=O)Nc1nc(C)c(Oc2ccc(Cl)cc2)c(=O)[nH]1 | 3.3% | 9% | 4% | 2% | -3%
N#Cc1ccc(CSc2nnc(-c3cccs3)n2-c2ccccc2)cc1 | 4.4% | 1% | 14% | -2% | -12%
CC(=O)c1ccc(N(C(=O)CS(=O)CC(=O)Nc2ccc(F)cc2)C(C(=O)NC2CCCCC2)c2cccs2)cc1 (configuration not stated) | 1.6% | -6% | -3% | 6% | 0%
Nc1nc(SCC(=O)OCc2ccccc2)[nH]c(=O)c1NC(=O)c1ccco1 | 1.1% | -31% | -21% | -14% | -4%
COc1cc(C=C2C(=O)OC(C)(C)OC2=O)cc(Cl)c1OCC(=O)Nc1ccccc1 | 0.5% | 3% | 29% | -3% | -6%
Cc1nn(Cc2ccccc2)c(C)c1C(=O)NCCCN1CCCC1=O | 3.4% | -15% | 17% | 1% | ·
CN(C)c1ccc(/C=N/N2C(=S)SC(C)(C)C2N(O)C(=O)Nc2ccc([N+](=O)[O-])cc2)cc1 (configuration not stated) | i | 19% | -5% | -7% | 6%
O=S1(=O)c2ccccc2C(CCO)N1Cc1ccccc1 (configuration not stated) | i | 13% | -11% | -4% | -5%
Nc1nnc(SCC(=O)Nc2cc(C(F)(F)F)ccc2N2CCOCC2)s1 | 3.1% | 30% | 4% | 7% | -1%
Nn1c(SCc2ccccc2F)nnc1-c1cccnc1 | i | · | -14% | 0% | -12%

A few values from the results shown:
Cc1cc2oc(C(=O)NCCc3ccc(S(N)(=O)=O)cc3)c(C)c2cc1C @ M. tuberculosis = -7%
Nc1nc(SCC(=O)OCc2ccccc2)[nH]c(=O)c1NC(=O)c1ccco1 @ M. tuberculosis = -21%

(listing goes on)
SMILES | VEEV TC-83 Vero | H1N1 NS1A inhibition | M. tuberculosis | M. tuberculosis HTS | PhoP GFP inhibition
COc1cccc(/C=C2\CCC(C3CCCC3)C2=O)c1 (configuration not stated) | 1.1% | 1% | 21% | -2% | 0%
COc1cccc(N2CC(C(=O)Nc3nnc(SCC(=O)NC4CCCC4)s3)CC2=O)c1 (configuration not stated) | 3.0% | -9% | 58% | -3% | -9%
CCOC(=O)c1c(CSc2ccccc2)n(C)c2cc(Br)c(O)c(CN(C)C)c12 | ? | -10% | 31% | 24% | -1%
Oc1cc(O)cc(-c2cc3ccc(O)cc3o2)c1 | 3.4% | 0% | 5% | -8% | 17%
CN(C)C(=O)C1Cc2ccccc2CN1S(=O)(=O)c1ccc(F)cc1 (configuration not stated) | 0.5% | -19% | -13% | -3% | 2%
CCOc1cc(C2C(C(=O)c3ccccc3)=C(C(=O)OC)Nc3nnnn32)ccc1O (configuration not stated) | 2.0% | -2% | -7% | -11% | 6%
COc1ccc(CCNC(=O)COC(=O)C2CC2)cc1OC | 1.6% | 0% | 15% | 9% | ·
CC1=C(C(=O)OCCBr)C(c2cccc3ccccc23)NC(=O)N1 (configuration not stated) | 0.2% | 0% | -2% | -4% | -11%
O=C(/C=C/c1ccccc1)OCCCCN=C1NS(=O)(=O)c2ccccc21 | 0.2% | -18% | 2% | 1% | 0%
Cc1cc(Br)c(NC(=O)COC(=O)C2CCCCC2)c(Br)c1 | 0.3% | 8% | 40% | 10% | ·
Cc1cccc2nc(Cn3c(=O)n(CCCC(=O)NCc4ccco4)c(=O)c4ccccc43)cc(=O)n12 | 2.6% | 4% | -3% | 0% | -12%
O=C(O)c1cc[c]([Hg][Cl])cc1 | 0.9% | -3% | ? | ? | -22%

19 compounds from above, ordered by count of non-hydrogen atoms, falling.
SMILES | VEEV TC-83 Vero | H1N1 NS1A inhibition | M. tuberculosis | M. tuberculosis HTS | PhoP GFP inhibition
CC(=O)c1ccc(N(C(=O)CS(=O)CC(=O)Nc2ccc(F)cc2)C(C(=O)NC2CCCCC2)c2cccs2)cc1 (configuration not stated) | 1.6% | -6% | -3% | 6% | 0%
Cc1cccc2nc(Cn3c(=O)n(CCCC(=O)NCc4ccco4)c(=O)c4ccccc43)cc(=O)n12 | 2.6% | 4% | -3% | 0% | -12%
CCOC(=O)CSc1nc2ccccc2c(=O)n1CC1CCC(C(=O)NCc2ccco2)CC1 (configuration not stated) | i | -6% | 5% | -19% | -2%
CN(C)c1ccc(/C=N/N2C(=S)SC(C)(C)C2N(O)C(=O)Nc2ccc([N+](=O)[O-])cc2)cc1 (configuration not stated) | i | 19% | -5% | -7% | 6%
COc1cccc(N2CC(C(=O)Nc3nnc(SCC(=O)NC4CCCC4)s3)CC2=O)c1 (configuration not stated) | 3.0% | -9% | 58% | -3% | -9%
COc1cc(C=C2C(=O)OC(C)(C)OC2=O)cc(Cl)c1OCC(=O)Nc1ccccc1 | 0.5% | 3% | 29% | -3% | -6%
CCN(c1cccc(C)c1)S(=O)(=O)c1cn(CC(=O)OC)c2ccc([N+](=O)[O-])cc12 | 1.9% | 5% | 23% | 9% | -62%
Nc1nc(SCC(=O)OCc2ccccc2)[nH]c(=O)c1NC(=O)c1ccco1 | 1.1% | -31% | -21% | -14% | -4%
O=C(/C=C/c1ccccc1)OCCCCN=C1NS(=O)(=O)c2ccccc21 | 0.2% | -18% | 2% | 1% | 0%
N#Cc1ccc(CSc2nnc(-c3cccs3)n2-c2ccccc2)cc1 | 4.4% | 1% | 14% | -2% | -12%
CN(C)C(=O)C1Cc2ccccc2CN1S(=O)(=O)c1ccc(F)cc1 (configuration not stated) | 0.5% | -19% | -13% | -3% | 2%
COC(=O)c1ccc(SCC(=O)N2CCC(C)CC2)c([N+](=O)[O-])c1 | 0.1% | 7% | 11% | -4% | -3%
CC(C)C(NC(=O)c1ccccc1)C(=O)N/N=C\c1ccco1 (configuration not stated) | 0.6% | -3% | -8% | 0% | -2%
CC(=O)NC1CC2CCCC(C1)N2S(=O)(=O)c1ccccc1 (configuration not stated) | 1.3% | -2% | -6% | -11% | 1%
Nn1c(SCc2ccccc2F)nnc1-c1cccnc1 | i | · | -14% | 0% | -12%
COc1cccc2[nH]c(C(=O)NCC3CCCO3)cc12 (configuration not stated) | 1.4% | -4% | -4% | -1% | 7%
CC(=O)Nc1c(Cl)cc2c(c1Cl)Cc1ccccc1-2 | 0.1% | 5% | · | · | ·
Oc1cc(O)cc(-c2cc3ccc(O)cc3o2)c1 | 3.4% | 0% | 5% | -8% | 17%
O=C(O)c1cc[c]([Hg][Cl])cc1 | 0.9% | -3% | ? | ? | -22%

Going on with the list:
SMILES | VEEV TC-83 Vero | H1N1 NS1A inhibition | M. tuberculosis | M. tuberculosis HTS | PhoP GFP inhibition
CCn1c(SCC(=O)c2ccc3ccccc3c2)nnc1-c1ccco1 | 4.0% | -7% | 4% | -15% | -4%
O=C(O)CN1C(=O)/C(=C\c2cccc(OCc3ccc(Cl)cc3Cl)c2)SC1=S | 1.5% | 1% | 13% | -5% | -4%
CC1CC(C)(C)CC2(C1)NC(=O)N(CC(=O)Nc1cc(C(F)(F)F)ccc1N1CCCCC1)C2=O (configuration not stated) | 0.4% | -24% | · | · | ·
Cc1ccc2c(c1)N(CC(=O)NCc1cccs1)C(=O)C(C)O2 (configuration not stated) | 1.1% | -2% | -10% | -4% | -11%
Cc1cccc(-c2cc(=O)c(C(=O)O)cn2-c2ccc(F)cc2F)c1 | 0.8% | 2% | -6% | -6% | -13%
O=Cc1cn(Cc2ccc(F)cc2Cl)c2ccccc12 | 1.8% | -1% | 54% | 4% | -5%
FC(F)(F)c1ccc(CNCCc2c[nH]c3ccccc23)cc1 | i | -2% | 53% | 9% | -5%
N#CC[N+]1(CCCNP2(=O)C=C(c3ccccc3)OC(c3ccccc3)=C2)CCOCC1 | 0.5% | -10% | -6% | -2% | -3%
Cc1cc(C)c(C#N)c(Nc2ccccc2Cl)n1 | 0.9% | -3% | 1% | 0% | -4%
Cc1c(NC(=O)CSc2nnnn2C)c(=O)n(-c2ccccc2)n1C | 4.5% | -2% | 0% | 1% | -6%
CC(C)N1C(=O)S/C(=C/c2ccc3c(c2)n(C)c(=O)n3C)C1=O | i | 1% | 61% | -2% | -2%
O=C(c1ccccn1)N1CCCC(N2CCN(c3cccc(C(F)(F)F)c3)CC2)C1 (configuration not stated) | 2.8% | 8% | 11% | -7% | -5%
Cc1cc(-c2nnc3n2N=C(c2ccccc2Br)CS3)n[nH]1 | 1.2% | 10% | 20% | 1% | 8%
COc1cccc(CNC(=O)COC(=O)c2c(NC(C)=O)sc(C)c2C)c1 | i | 1% | 2% | -7% | ·
CC1CCc2sc(C(=O)NN=C3CCC(c4ccccc4)CC3)cc2C1 (configuration not stated) | 0.8% | -11% | -4% | 0% | -6%
O=C(c1ccc(N2CCOCC2)cc1)N1CCCC(Nc2ccccc2)C1 (configuration not stated) | 1.3% | -8% | 0% | 5% | 18%
OC(CNCC1CCCCC1)COc1ccccc1 (configuration not stated) | i | -7% | -6% | -3% | 3%
COCCNc1nnc(SCC(=O)Nc2cc(C)on2)s1 | 0.7% | -16% | 2% | -9% | ·
O=C1N[C@@H](Cc2ccccc2)C(=O)N2[C@@H]3N(S(=O)(=O)c4ccc(F)cc4)c4ccccc4[C@]3(Br)C[C@@H]12 | i | -1% | 69% | 20% | -3%
O=C(Cc1ccc([N+](=O)[O-])cc1)Nc1ccc2c(c1)C(=O)NC2=O | i | -1% | -19% | -3% | 2%
Nc1nc2n(n1)C(c1cccc(Br)c1)CC(c1ccccc1)N2 (configuration not stated) | 4.5% | 5% | 17% | -10% | 6%
CS(=O)(=O)c1ccc(C(=O)OCC(=O)Nc2cccc(S(=O)(=O)N3CCCC3)c2)cc1 | 1.1% | -8% | -1% | 2% | -4%
Cn1c(=O)c2c(nc(N3CCN(c4ccc([N+](=O)[O-])cc4)CC3)n2C)n(C)c1=O | 1.8% | · | -19% | -4% | 3%
CCCC1CC(C(=O)NC(C(C)Cl)C2OC(SC)C(O)C(O)C2O)N(C)C1 (configuration not stated) | 1.7% | -2% | 54% | ? | 5%
O=[N+]([O-])c1ccc(N2CCN(S(=O)(=O)c3ccccc3)CC2)cc1N1CCc2ccccc2C1 | 2.1% | 6% | 18% | 1% | 3%
Cc1ccc(NC(=O)CN(C)C(=O)COC(=O)[C@@H](NC(=O)c2ccccc2F)C(C)C)cc1 | 3.8% | -11% | 16% | 0% | ·
CCOc1ccc(N/C(C)=C/C(=O)c2ccc(C)o2)cc1 | 2.2% | 10% | ? | ? | -6%
O=C(O)c1ccc(OCCCCCCOC2CCCCO2)cc1 (configuration not stated) | 0.4% | -10% | 50% | 6% | -13%
Cc1ccc(NC(=O)c2ccc(Cl)c(S(=O)(=O)N3CCc4ccccc43)c2)nc1 | 13% | 16% | · | · | ·
CCCCCCC(=O)N1C/C=C\C(c2ccc(OC)cc2)N(Cc2ccc(F)cc2)C(=O)C1 (configuration not stated) | i | -19% | 6% | -7% | 6%
